RXFP1 agonist: RXFP1 (human) receptor agonism; Q9HBX9; HEK293T-RXFP1 cAMP TR-FRET, 30 min; response scale: percent of porcine relaxin response, buffer zero; Potency, µM (series often up to 57.5 µM), for the others: at the highest dose activation, hits mostly activators; hit rate 0.3% among 370,000; further: on the % scale 0 is the no-effect control and ±100 the full control effect; nearly all actives have a fitted effect of over 60% in size; many of its hits are not listed in these tables
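cAMP rise read by TR-FRET after 30 min, 37C compound exposure (up to 58 uM) in RXFP1-transfected HEK293 cells with Ro 20174 present. EC50 from Hill-equation fits, with 29 nM porcine relaxin as 100% and buffer as basal.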
RGS4 inh: inhibitors of human regulator of G protein signaling 4 | AID 504845 | Potency, µM (highest dose often 114 µM), for the others: at the top dose activity change, negative = inhibition, most hits filed as inhibitors | P49798 | Transcreener GDP fluorescence polarization, RGS4-accelerated GTP hydrolysis | hit rate 0.039% among 390,000; further: on the % scale 0 is the no-effect control and ±100 the full control effect; nearly all actives have a fitted effect of over 75% in size; some results filed as inactive show a strong effect at the top dose
Target sequence (P49798 whole entry, looked up): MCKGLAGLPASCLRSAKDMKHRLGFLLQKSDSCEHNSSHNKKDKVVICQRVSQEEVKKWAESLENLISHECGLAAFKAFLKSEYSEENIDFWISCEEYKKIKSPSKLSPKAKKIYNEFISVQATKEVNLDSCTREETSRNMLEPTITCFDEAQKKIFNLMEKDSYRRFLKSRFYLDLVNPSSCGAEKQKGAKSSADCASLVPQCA
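MLSMR compounds (23 nl, pin-transferred) preincubated 10 min at room temperature with a 500nM (2x) first reagent, then RGS4 at 900nM (2x) plus Transcreener GDP mix added; fluorescence polarization (620/688 nm) read before and after 90 min at 30 °C.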
Vif-APOBEC3G blk: inhibitors of Vif-APOBEC3G interaction. hit rate 0.076% among 410,000. Potency, µM (highest dose often 46.1 µM), without a hit: at the top dose activity, negative = active, usual class: inhibitors. HeLa A3G-eYFP + Vif (tagged APOBEC3G with the HIV-1 protein that degrades it), YFP fluorescence, overnight. Q9HC16;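 further: on the % scale 0 is the no-effect control and ±100 the full control effect; nearly all actives have a fitted effect of over 60% in size; hits raise eYFP signal because A3G escapes Vif-driven loss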
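HeLa cells stably expressing Vif and C-terminally eYFP-tagged A3G, seeded overnight at 37 deg C, then exposed to compound by pintool overnight at 37 deg C. Rise in yellow fluorescence (Ex 488/Em 500-530, Acumen) marks blocked Vif-driven A3G degradation.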
12-LOX inh: ALOX12 (human) lipoxygenase inhibition; AID 1671190; hit rate 1.1% among 580,000; Potency, µM (series often up to 108 µM), for the others: at the top dose activity change, negative = inhibition, usual class: inhibitors; purified 12hLO, xylenol orange hydroperoxide absorbance; further: on the % scale 0 is the no-effect control and ±100 the full control effect
Target sequence (P18054 whole entry, looked up): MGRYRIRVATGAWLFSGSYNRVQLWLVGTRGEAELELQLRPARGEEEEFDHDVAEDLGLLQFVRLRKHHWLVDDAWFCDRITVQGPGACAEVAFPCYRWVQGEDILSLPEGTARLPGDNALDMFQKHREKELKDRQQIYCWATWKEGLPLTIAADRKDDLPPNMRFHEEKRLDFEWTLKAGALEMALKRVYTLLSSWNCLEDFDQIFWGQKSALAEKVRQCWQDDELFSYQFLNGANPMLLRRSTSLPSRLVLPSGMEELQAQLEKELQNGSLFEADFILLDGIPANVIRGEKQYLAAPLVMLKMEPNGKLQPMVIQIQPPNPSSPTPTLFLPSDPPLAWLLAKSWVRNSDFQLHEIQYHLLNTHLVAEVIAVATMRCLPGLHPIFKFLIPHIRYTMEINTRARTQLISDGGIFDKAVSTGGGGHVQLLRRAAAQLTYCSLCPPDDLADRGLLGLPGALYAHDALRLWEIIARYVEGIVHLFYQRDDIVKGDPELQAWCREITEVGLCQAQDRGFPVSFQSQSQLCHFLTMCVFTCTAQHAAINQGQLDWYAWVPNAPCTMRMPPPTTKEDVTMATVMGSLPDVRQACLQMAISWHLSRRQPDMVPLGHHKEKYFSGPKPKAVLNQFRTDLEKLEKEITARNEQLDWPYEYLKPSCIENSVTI
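Purified human 12hLO (150 nM final) in 25 mM Hepes, 0.01% Triton X-100, pH 7.0 was preincubated 15 min at room temperature with compound. Then 40 uM arachidonic acid was added, 30 min. Hydroperoxide was read by Fe-XO absorbance ratio 573/405 nm.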
USP1 inh: inhibitors of human USP1/UAF1 deubiquitinase | Potency, µM (highest dose often 57.1 µM), for inactives: top-dose activity change, negative = inhibition, most hits filed as inhibitors | recombinant USP1/UAF1, Ub-Rhodamine cleavage fluorescence | O94782 | hit rate 0.23% among 390,000; further: on the % scale 0 is the no-effect control and ±100 the full control effect; nearly all actives have a fitted effect of over 60% in size; inactives centre near -12
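In this screen, compounds sit with the deubiquitinase complex (1nM) for 15 min at room temperature before Ub-Rho is added at 150nM final. Fluorescence rise is then followed for 6 reads every 60 seconds.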
TrxR1 substrate: is turned over as a substrate by rat TrxR1. hit rate 0.01% among 390,000. Potency, µM (highest dose often 114 µM), for the others: at the top dose activity change, negative = substrate turnover. O89049. purified TrxR1 substrate turnover, NADPH consumption readout. AID 588456; further: on the % scale 0 is the no-effect control and ±100 the full control effect; nearly all actives have a fitted effect of over 50% in size
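Rat TrxR1, dispensed at 90 nM, was prereduced with 400 uM NADPH (final) for 5 min at ~22 deg C, then incubated with compound 15 min before 400 uM selenite. A first-read NADPH fluorescence drop versus no-compound background flagged substrates.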
TrxR1 inh: inhibitors of rat thioredoxin reductase 1 | recombinant rTrxR1, NADPH fluorescence consumption, selenite substrate | hit rate 1% among 390,000 | Potency, µM (series often up to 114 µM), for inactives: top-dose activity change, negative = inhibition, most hits filed as inhibitors; further: on the % scale 0 is the no-effect control and ±100 the full control effect; nearly all actives have a fitted effect of over 65% in size
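Rat TrxR1 (90 nM in the dispensed reagent) was pre-reduced with 400 uM NADPH for 5 min at room temperature, then incubated with compound for 15 min. After 400 uM selenite was added, NADPH fluorescence (Ex 340/Em 450 nm) was followed for 8 min.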
mIDH1 inhibitor: inhibitors of human mutant IDH1 R132H | IDH1-R132H enzyme, NADPH consumption, diaphorase/resazurin fluorescence | Potency, µM (series often up to 76.6 µM), for the others: at the highest dose activity change, negative = inhibition, usual class: inhibitors | hit rate 0.093% among 390,000 | AID 602179; further: on the % scale 0 is the no-effect control and ±100 the full control effect; nearly all actives have a fitted effect of over 65% in size
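IDH1-R132H (0.5 ug/mL dispensed) in pH 7.5 Tris buffer was preincubated 30 min with compound, then given a substrate mix of 0.016 mM NADPH and 2 mM alpha-KG for 80 min at room temperature; remaining NADPH was read by diaphorase/resazurin fluorescence.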
Vif-A3F inh: Vif-A3F binding inhibition | HeLa A3F-eYFP + Vif (tagged APOBEC3F with the HIV-1 protein that degrades it), YFP fluorescence increase | Potency, µM (series often up to 46.1 µM), for the others: at the highest dose activity, negative = active | hit rate 0.2% among 390,000 | AID 602313; further: % of control where 0% means no effect; nearly all actives have a fitted effect of over 65% in size
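Fluorescence increase (Ex 488/Em 500-530) after overnight compound treatment at 37 deg C flags inhibition of Vif-driven A3F-eYFP loss in stable HeLa A3F-eYFP/Vif cells seeded overnight beforehand.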
Numbers without * were called inactive; ? = inconclusive; nt = no result given; & = joins results of further samples; [ ] = dose if it differs, or a comment. The call rests on the fitted dose curve; in most records, active means well fitted curve in the direction sought with a large enough effect; inconclusive means small, poorly fitted or top-dose-only effect, or another doubt; inactive means no such curve, though single readings can be large; an effect the other way counts as inactive or inconclusive. Potency means the concentration at half of the fitted maximal effect. A portion of the library. The share of hits here may be higher or lower than overall.

Order of values – RXFP1 agonist	RGS4 inh	Vif-APOBEC3G blk	12-LOX inh	USP1 inh	TrxR1 substrate	TrxR1 inh	mIDH1 inhibitor	Vif-A3F inh
- CCOC(=O)C1CCN(c2nc3c(C)cccn3c(=O)c2/C=C(\C#N)S(=O)(=O)c2ccccc2)CC1
→ 2.4%	4.6%	2.0%	1.5%	-5.5%	4.0%[57.1 µM]	-4.8%[57.1 µM]	-1.4%	9.8%
- Cn1c(=O)cc(OCC(=O)NCCC2=CCCCC2)c2ccccc21
→ 3.4%	1.2%	-6.8%	0.9%	-4.1%	-0.1%[57.1 µM]	0.8%[57.1 µM]	3.1%	0.8%
- Cc1ccc(OCC(=O)Nc2nnc(S(=O)(=O)N3c4ccccc4CC3C)s2)cc1 (stereo not given)
→ -0.3%	-4.3%	2.0%	-20.1%	-17.7%	-9.4%	21.8%[11.4 µM]	7.0%	-13.1%
- CC(C)(C)c1cc(C(=O)N/N=C/c2cc3c(cc2Br)OCO3)n[nH]1
→ -0.1%	5.4%	4.0%	19.6%	-24.7%	2.3%	2.5%	8.8%	-0.4%
- Cc1nc(SCN2C(=O)c3ccccc3C2=O)n[nH]1
→ 0.8%	-12.0%	2.0%	-19.9%	-12.8%	-1.2%[57.1 µM]	-13.3%[57.1 µM]	1.0%	-1.3%
- Cc1cc(S(=O)(=O)NC(C)C)ccc1OCC(=O)Nc1ccc2c(c1)OCCO2
→ 0.0%	-22.1%	1.3%	9.1%	-11.8%	-3.9%	9.2%	9.6%	-2.6%
- COC1CCN(Cc2c(C(=O)N3CCc4ccccc4C3)nc3ccc(Cl)cn23)CC1
→ 0.6%	0.3%	-1.9%	0.3%	-12.0%	-7.2%	-7.7%	6.7%	4.2%
- Cc1ccnc(N2C3CCC2CC(O)(c2ccccc2)C3)n1 (stereo not given)
→ -0.1%	-3.2%	6.1%	-3.1%	-19.3%	16.5%	17.3%	0.2%	-2.9%
- CNc1ccc(Br)cc(C(=O)/C=C/c2ccc(OC)cc2)c1=O
→ 0.5%	-30.6%	-18.5%	31.6µM*	?	-0.4%[57.1 µM]	-66.3%	9.2%	?
- COc1cc2c(cc1OC)CN(CC(=O)Nc1ccc(C)c(S(=O)(=O)N3CCOCC3)c1)CC2
→ 1.2%	6.5%	2.5%	58.2%[activator]	-7.6%	0.2%	16.7%	-4.0%	1.3%
- O=C(O)CCSc1nnc(COc2cccc3cccnc23)n1-c1ccccc1
→ -0.2%	-14.3%	-7.5%	-15.8%	-17.0%	11.8%	9.7%	2.9%	4.8%
- CCCc1nn2c(=O)cc(COc3ccc(/C=C(\C#N)C(=O)Nc4ccc(F)cc4)cc3)nc2s1
→ 1.2%	-8.5%	4.1%	-10.0%	-8.9%	3.3%	15.2%	-5.9%	-7.7%
- CCCC(=O)NC(=S)Nc1cc(-c2nc3ncccc3o2)ccc1C
→ 8.5%	-7.2%	-4.3%	0.0%	-20.1%	-1.9%	-18.0%	3.7%	1.5%
- Cc1ccc(OCCNS(=O)(=O)c2cccs2)cc1
→ -0.8%	-20.5%	0.5%	4.4%	-19.5%	-0.4%	1.5%	2.0%	1.4%
- COc1ccc(CCNC(=O)c2ccc(CS(=O)Cc3ccc(C)cc3)o2)cc1OC (stereo not given)
→ -0.9%	16.8%	0.7%	0.3%	-16.4%	2.4%	12.3%	0.0%	-0.1%
- O=C(Nc1ccccc1)C1=C[C@@H](c2csc3ccccc23)C[C@@H](OCc2ccc(CO)cc2)O1
→ -0.4%	4.9%	-21.4%	-1.6%	-17.0%	-2.3%	21.8%	-6.0%	-33.0%
- COc1ccccc1NC(=O)CCN1CCN(C)CC1
→ 3.0%	4.1%	-0.7%	-2.6%	-15.4%	-3.8%[57.1 µM]	-5.5%[57.1 µM]	-6.2%	-11.3%
- CCN(C(=S)Nc1cccnc1)c1ccccc1
→ 0.4%	-0.3%	-0.6%	-6.4%	-17.9%	9.0%[57.1 µM]	13.0%[57.1 µM]	5.4%	-16.6%
- C[C@@H](NC(=O)/C(C#N)=C/c1ccc(O)c(O)c1)c1ccccc1
→ -1.8%	?	-15.5%&-13.5%	?	-16.7%	?	0.5%[57.1 µM]	-11.2%	1.2%
- Cc1cc(C(=O)CSc2cccc[n+]2[O-])c(C)n1-c1ccccc1
→ -0.7%	-30.9%	-0.3%	11.9%	-11.7%	-8.5%[57.1 µM]	19.2%[57.1 µM]	9.2%	?
- COc1cccc(C(=O)COC(=O)C2CC(=O)N(c3ccc(Oc4ccccc4OC)cc3)C2)c1 (stereo not given)
→ -3.0%	3.2%	0.7%	0.9%	-4.2%	4.8%	18.2%	-1.4%	-0.4%
- CC12CN3CC(C)(CN(C1)C3c1ccc3c(c1)OCO3)C2O (stereo not given)
→ -3.3%	11.2%	-5.0%	38.7%[activator]	-15.1%	-0.2%	16.8%	-4.8%	0.8%
- COc1ccc(Br)c2oc(S)cc(=O)c12
→ 2.9%	?	1.3%	6.31µM*	10.1%	4.6%[57.1 µM]	?	-6.6%	-15.9%
- N#Cc1ccc(COC(=O)Cn2nnc(-c3ccccc3)n2)cc1
→ -1.7%	-8.3%	0.9%	23.0%	4.4%	-9.8%	-5.8%	4.3%	nt
- COc1ccc(CN(C)C(=O)Cn2cc(C)c(=O)[nH]c2=O)cc1OC
→ nt	-44.6%	6.8%	-3.5%	-35.4%	2.6%	8.5%	10.4%	0.6%
- COc1ccccc1NC(=O)c1sc2nc(C)c(C(=O)Nc3ccc(Cl)cc3)c(-c3ccc(Br)cc3)c2c1N
→ 21.8%	-2.1%	?	?	-11.8%	10.6%	30.3%	0.0%	?
- COc1ccc(OC(C)C(=O)N(C)Cc2nc(-c3cccc(C)c3)no2)cc1 (stereo not given)
→ -0.9%	3.2%	0.7%	-11.4%	-17.0%	-3.6%	10.3%	8.7%	-3.0%
- COc1ccc(S(=O)(=O)Nc2ccccc2C(=O)N2CCCC2)cc1C
→ -0.2%	1.2%	0.8%	-12.9%	0.9%	2.4%	20.9%	8.1%	?
- O=C(NCc1ccccc1)C1CCN(S(=O)(=O)c2ccc(Cl)cc2)CC1
→ 0.5%	-18.4%	0.5%	-8.1%	-12.6%	-4.0%	18.1%[57.1 µM]	0.2%	1.4%
- CCOc1ccccc1NC(=O)c1c(NC(=O)C(C)Oc2ccc(Cl)cc2)sc2c1CCCCC2 (stereo not given)
→ -0.6%	8.8%	4.5%	-12.6%	-34.6%	-1.5%	1.0%	41.2%[activator]	3.7%
- Cc1cc2nc(-c3cccc(NC(=O)COc4ccc(Cl)c(C)c4)c3)oc2cc1C
→ 8.1%	-0.4%	-4.4%	-13.1%	-25.1%	15.2%	19.1%	4.4%	-1.3%
- Cc1oc(C(C)(C)C)cc1C(=O)NC1CCN(Cc2ccccc2)CC1
→ 1.5%	6.5%	0.8%	63.7%[activator]	-0.4%	-6.7%	-0.5%[57.1 µM]	2.7%	12.9%
- CCC(C)N(CCNC(=O)c1ccc(NC2=NC3CS(=O)(=O)CC3S2)cc1)Cc1ccco1 (stereo not given)
→ 3.2%	-6.4%	0.0%	3.3%	-10.0%	1.4%[57.1 µM]	-10.1%[57.1 µM]	-14.9%	-0.1%
- O=C(CCc1ccccc1)Nc1cc2c3c(c1)CCC(=O)N3CCC2
→ -1.1%	-27.4%	-2.9%	8.9%	-19.8%	-12.5%	-13.5%	1.5%	9.4%
- Clc1ccc(OCCCn2cncn2)cc1Cl
→ 0.2%	-9.1%	-0.6%	-1.1%	-12.8%	-11.6%	-8.1%	-2.1%	-9.0%
- COc1ccc(-c2cc(C(=O)Nc3cc(S(=O)(=O)N4CCOCC4)ccc3N3CCOCC3)c3ccccc3n2)cc1
→ 4.2%	1.4%	-3.0%	-15.9%	-19.1%	12.5%	30.0%	10.4%	-7.6%
- CCOC(=O)c1ccccc1NC(=O)COC(=O)C(CC(C)C)NC(N)=O (stereo not given)
→ -0.3%	-0.9%	-5.5%	3.6%	-22.2%	4.8%	26.3%	-5.8%	-2.7%
- CCCC(C)NC(=O)Cc1ccc(Br)cc1 (stereo not given)
→ 0.1%	-35.3%	0.1%	-4.4%	-4.9%	6.1%	8.9%	4.4%	2.9%
- Cc1cccc(CSC2=NCCN2C(=O)c2ccco2)c1
→ 1.3%	-4.4%	0.3%	14.2%	-20.7%	-3.9%	7.9%	-1.6%	-0.8%

Two records picked at random from the list so far:
Order of values – RXFP1 agonist	RGS4 inh	Vif-APOBEC3G blk	12-LOX inh	USP1 inh	TrxR1 substrate	TrxR1 inh	mIDH1 inhibitor	Vif-A3F inh
- Cc1cccc(CSC2=NCCN2C(=O)c2ccco2)c1
→ 1.3%	-4.4%	0.3%	14.2%	-20.7%	-3.9%	7.9%	-1.6%	-0.8%
- CCOC(=O)c1ccccc1NC(=O)COC(=O)C(CC(C)C)NC(N)=O (stereo not given)
→ -0.3%	-0.9%	-5.5%	3.6%	-22.2%	4.8%	26.3%	-5.8%	-2.7%

Source: PubChem (National Center for Advancing Translational Sciences (NCATS))
